Bioassay records deposited in PubChem BioAssay by National Center for Advancing Translational Sciences (NCATS).
Tau FP inhib: qHTS for Inhibitors of Tau Fibril Formation, Fluorescence Polarization | hit rate 0.39% among 280,000 | Microtubule-associated protein tau (Homo sapiens), P10636 | AID 1468, 2008 | Potency, µM (highest dose often 57.7 µM), without a hit: at the highest dose activity, negative = inhibition, most hits filed as inhibitors | K18 P301L tau heparin fibrillization, Alexa594 FP, 6 h; note: % is set by controls: 0 for no effect and ±100 for the full control effect; nearly all actives have a fitted effect of over 55% in size
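Heparin (20 uM) drove fibril formation of recombinant tau K18 P301L, 15 uM unlabeled with 0.24 uM Alexa 594 label, for 6 hr at 37 C in 100 mM sodium acetate pH 7. Fluorescence polarization (555/632 nm) read 1 hr after 30 uM ThT.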
TRb SRC2 PPI: qHTS for Inhibitors of the Interaction of Thyroid Hormone Receptor and Steroid Receptor Coregulator 2. Thyroid hormone receptor beta (Homo sapiens), P10828. TRbeta-SRC2 peptide binding, fluorescence polarization; receptor liganded with 1 µM T3. Potency, µM (highest dose often 106 µM), for the others: at the highest dose activity change, negative = inhibition, usual class: inhibitors. hit rate 0.065% among 280,000. AID 1469, 2008;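 note: plate controls were bound peptide for no effect and peptide without receptor for full effect; nearly all actives have a fitted effect of over 50% in size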
Target sequence (P10828 whole entry, looked up): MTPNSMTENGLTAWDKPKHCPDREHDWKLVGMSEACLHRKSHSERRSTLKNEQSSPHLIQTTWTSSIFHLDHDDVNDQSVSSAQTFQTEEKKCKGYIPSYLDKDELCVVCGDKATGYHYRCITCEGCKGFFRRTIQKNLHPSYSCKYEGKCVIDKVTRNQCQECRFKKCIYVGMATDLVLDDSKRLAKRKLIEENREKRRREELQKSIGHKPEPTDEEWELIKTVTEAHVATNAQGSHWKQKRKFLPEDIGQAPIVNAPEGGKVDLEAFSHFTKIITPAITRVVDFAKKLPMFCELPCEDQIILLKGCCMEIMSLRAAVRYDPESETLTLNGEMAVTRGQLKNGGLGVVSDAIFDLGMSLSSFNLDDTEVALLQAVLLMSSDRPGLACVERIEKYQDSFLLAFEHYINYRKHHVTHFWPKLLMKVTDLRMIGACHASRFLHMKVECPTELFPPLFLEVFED
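Human TRb ligand-binding domain (0.6 uM) is mixed with 20 nM Texas Red SRC2 peptide and 1 uM T3; after compound addition and 5 hr at ambient temperature, polarization is measured and normalized to unbound and bound controls.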
L3MBTL1 block: qHTS Assay for the Inhibitors of L3MBTL1 | Lethal(3)malignant brain tumor-like protein 1 (Homo sapiens), Q9Y468 | hit rate 0.66% among 230,000 | AlphaScreen L3MBTL1–H3K9me1 peptide binding | Potency, µM (series often up to 57.1 µM), for the others: at the top dose activity, negative = inhibition, most hits filed as inhibitors | AID 485360, 2010; note: % is set by controls: 0 for no effect and ±100 for the full control effect; nearly all actives have a fitted effect of over 60% in size
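First, the protein-peptide complex forms for 30 min at room temperature (L3MBTL1 50 nM, biotinylated H3K9me1 peptide 75 nM). Next, compounds are pin-transferred and incubated 30 min. Finally, AlphaScreen beads are added and read after 30 min.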
Tau ThT inhib: qHTS for Inhibitors of Tau Fibril Formation, Thioflavin T Binding; hit rate 2.1% among 270,000; AID 1460, 2008; Microtubule-associated protein tau (Homo sapiens), P10636; recombinant tau K18 P301L, heparin-induced fibrillization, ThT fluorescence; Potency, µM (series often up to 57.4 µM), for the others: at the highest dose activity, negative = inhibition, actives largely listed as inhibitors; note: % is set by controls: 0 for no effect and ±100 for the full control effect; nearly all actives have a fitted effect of over 55% in size
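Recombinant human tau K18 fragment […] carrying P301L, 15 uM unlabeled plus 0.24 uM Alexa 594-labeled, was fibrillized with 20 uM heparin in 100 mM sodium acetate pH 7 for 6 hr at 37 C; 30 uM ThT fluorescence read after 1 hr.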
Tau fluor counter: Counterscreen qHTS for Inhibitors of Tau Fibril Formation, Fluorescence Polarization | tau K18 P301L (four-repeat tau fragment) Alexa594 fluorescence, heparin fibrillization | Potency, µM (highest dose often 57.7 µM), inactives show at the highest dose activity change, negative = decrease | hit rate 0.93% among 280,000; note: % is set by controls: 0 for no effect and ±100 for the full control effect; nearly all actives have a fitted effect of over 55% in size
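Human K18 P301L tau (15 uM unlabeled plus 0.24 uM Alexa 594-labeled, final) in 100 mM sodium acetate pH 7 was mixed with compound and 20 uM heparin and incubated 6 hr at 37 C.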
HTT cytoprotect: qHTS Multiplex Assay to Identify Dual Action Probes in a Cell Model of Huntington: Cytoprotection (ATP); PC12 HTT-Q103 induced, cytoprotection, ATP luminescence, 40 h; Potency, µM (series often up to 56.4 µM), for inactives: cytoprotection (ATP increase), actives largely listed as activators; hit rate 0.14% among 230,000;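 note: % of control where 0% means no effect; nearly all actives have a fitted effect of over 45% in size; toxic huntingtin expression switched on by the ecdysone agonist tebufenozide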
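Cells were plated at 1500 per well in phenol red-free DMEM with 5% equine and 5% calf serum. Tebufenozide (100 nM final) and compounds were added, then ATPlite reagent, and luminescence was read.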
TR SRC2 fluor cs: Total Fluorescence Counterscreen for Inhibitors of the Interaction of Thyroid Hormone Receptor and Steroid Receptor Coregulator 2 | TRb/SRC2 Texas Red total fluorescence interference | Potency, µM (highest dose often 106 µM), for inactives: top-dose fluorescence change, negative = quenching | hit rate 0.29% among 280,000; active = well fitted curve in either direction with a large enough effect; inconclusive = small, poorly fitted or top-dose-only effect; note: % is set by controls: 0 for no effect and ±100 for the full control effect
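Flags fluorescent or light-absorbing compounds by total fluorescence, S + 2P, at 555 nm excitation and 632 nm emission. Mixture: 20 nM Texas Red SRC2 peptide, 0.6 uM human TRb LBD, 1 uM T3, 5% DMSO; compound exposure 5 h at ambient temperature.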
RECQ1 helicase: qHTS Assay for Inhibitors of RecQ-Like Dna Helicase 1 (RECQ1); ATP-dependent DNA helicase Q1 (Homo sapiens), P46063; RECQ1 DNA unwinding, red fluorescence kinetic read; Potency, µM (highest dose often 57.3 µM), for the others: at the top dose activity, negative = inhibition, hits mostly inhibitors; hit rate 0.54% among 240,000; AID 2549, 2010;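 note: plate controls were vehicle for no effect and no enzyme for full effect; nearly all actives have a fitted effect of over 30% in size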
Target sequence (P46063 whole entry, looked up): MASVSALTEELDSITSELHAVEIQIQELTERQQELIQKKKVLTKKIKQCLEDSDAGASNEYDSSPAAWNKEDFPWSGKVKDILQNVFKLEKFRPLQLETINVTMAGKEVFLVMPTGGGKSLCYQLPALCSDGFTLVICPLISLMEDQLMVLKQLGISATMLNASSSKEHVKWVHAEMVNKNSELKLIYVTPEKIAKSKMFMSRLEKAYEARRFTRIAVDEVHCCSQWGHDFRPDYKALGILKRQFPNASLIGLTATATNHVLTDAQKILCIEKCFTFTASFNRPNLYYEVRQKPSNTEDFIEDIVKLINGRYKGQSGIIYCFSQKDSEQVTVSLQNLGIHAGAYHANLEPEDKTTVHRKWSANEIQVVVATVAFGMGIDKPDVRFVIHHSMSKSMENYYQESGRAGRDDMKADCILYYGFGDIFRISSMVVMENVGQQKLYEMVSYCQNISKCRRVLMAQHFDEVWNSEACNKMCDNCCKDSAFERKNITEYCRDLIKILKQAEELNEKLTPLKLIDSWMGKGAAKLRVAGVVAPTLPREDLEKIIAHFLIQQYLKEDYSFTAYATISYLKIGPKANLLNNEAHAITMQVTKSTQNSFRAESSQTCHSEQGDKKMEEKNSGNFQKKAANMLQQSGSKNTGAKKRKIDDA
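50 nM RECQ1T1 preincubated 15 min with compound in Tris pH 8.0 buffer with MgCl2, DTT, Tween-20 and 2.5 ug/ml poly(dI-dC); started with 200 nM TAMRA/BHQ-2 forked duplex and 2 mM ATP. Unwinding read as fluorescence (525/598 nm), two reads 2 h apart.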
Active calls of the source: *; i = inactive; ? = inconclusive; . = no result given; & = joins results of further samples; [ ] = remark or other dose. Unless noted, calls come from the whole dose curve; as a rule, active = well fitted curve in the direction sought with a large enough effect; inconclusive = small, poorly fitted or top-dose-only effect, or another doubt; inactive = no such curve, though single readings can be large; an effect the other way counts as inactive or inconclusive. Potency is the fitted concentration of half-maximal effect. The list is partial. The share of hits here may be higher or lower than overall.

SMILES | Tau FP inhib | HTT cytoprotect | Tau ThT inhib | Tau fluor counter | L3MBTL1 block | TRb SRC2 PPI | TR SRC2 fluor cs | RECQ1 helicase
Cc1ccc(/C=C2/C(=O)NC(=O)N(Cc3ccc(F)cc3)C2=O)o1 | -1% | 11%[10 µM] | . | -3% | . | 5% | 2% | 6%
O=C(c1cc2nc(-c3ccccc3)cc(-c3ccccc3)n2n1)N1CCC2(CC1)OCCO2 | ? | -26%[10 µM] | -15% | -21% | 30% | -6% | -1% | 4%
CCn1cc(C(=O)N2CCCCC2)c2ccccc21 | -5% | -23% | -4% | -9% | . | 4% | -2% | 1%
O=C(N/N=C/c1c(O)n(CCc2ccc(F)cc2)c(=O)[nH]c1=O)c1ccccc1 | -3% | 22%[10 µM] | . | -17% | . | 3% | -1% | -1%
Cc1ccc2c(c1)C1CN(C)CCC1N2C(=O)Cn1cnc2c1c(=O)n(C)c(=O)n2C (configuration not stated) | -9% | 6% | -3% | 0% | 5% | 4% | 2% | 11%
CCC[N+]12CCC(CC1)C(=C(c1ccccc1)c1ccccc1)C2 | -1% | 13%[10 µM] | -13% | -4% | 3% | -12% | -4% | 0%
O=C(CSc1ccccn1)Nc1cccc2ccccc12 | 3% | -55%[inhibitor] | ? | -22% | . | 4% | 1% | 3%
CCOC(=O)c1c(/N=C/C2C(=O)NC(=S)NC2=O)sc2c1CCC2 | -2% | -22% | ? | -16% | -17% | 0% | 1% | -9%
CCOCCN1CCC(OC(C)=O)C(C)C1 (configuration not stated) | 1% | -3% | 4% | 6% | 10% | -6% | -1% | -14%
O=C(N/N=C/c1c(O)n(Cc2ccccc2)c(=O)[nH]c1=O)c1ccncc1 | -6% | 1%[10 µM] | . | -1% | . | 3% | -2% | -3%
Cc1ccc(/C=C2\C(=O)NC(=O)N(CCc3ccc(F)cc3)C2=O)o1 | -11% | 20%[10 µM] | ? | -6% | ? | 27% | ? | i
CCC(=O)Oc1ccc(C(=O)Nc2cccc(C(=O)c3ccccc3)c2)cc1 | -7% | -22% | -14% | ? | 0% | 7% | -2% | -12%
Cc1ccccc1-n1c(O)c(/C=C/C=Nc2ccccc2)c(=O)[nH]c1=O | -7% | . | ? | -4% | 1% | 14% | 13% | 25µM*
CCCCC1(CN2CCCC2=O)C(=O)NC(=O)NC1=O | 12% | 17%[10 µM] | -3% | 6% | -9% | 2% | -3% | i
COc1cccc(C(=O)C2CCCN(Cc3ccc4nsnc4c3)C2)c1 (configuration not stated) | 0% | -3%[10 µM] | -5% | -13% | -3% | 0% | -5% | i
O=C1NC(=O)C2(C(=O)N1)C(c1ccc(F)cc1)NC(=S)NC2c1ccc(F)cc1 (configuration not stated) | 3% | -7% | -1% | -13% | . | 4% | 0% | -5%
CC(=O)N(C1=NCCCS1)c1ccc(Cl)cc1 | -10% | 3% | -7% | -8% | . | 6% | 0% | 1%
COc1cc2c(cc1OC)[C@H](C)NCC2 | . | ? | . | . | . | -2%[53 µM] | 2%[53 µM] | -7%[25.9 µM]
COP(=O)(CC(=O)O)c1ccccc1 (configuration not stated) | -15% | -6% | -4% | -6% | . | -8% | 2% | 19%
Cc1cccc(C)c1NC1=NCCCS1 | ? | 2%[10 µM] | -12%&11%&-3%&-1% | -8%&14%&3%&0% | 7% | -1% | -4% | 10%
Cc1cc(OC(=O)c2ccco2)c2c3c(c(=O)oc2c1)CCCC3 | -8% | -82%[inhibitor] | ? | -29% | . | -6% | -1% | 0%
Nc1ccccc1C(=O)OCCOc1ccccc1 | 2% | 4%[0.074 µM] | -14% | -29% | . | 0% | -2% | -20%
O=[N+]([O-])c1ccc(N2CCNCC2)cc1NC1CC1 | -9% | -4% | ? | -2% | 5% | -17% | 0% | -13%
COc1ccc(OC)c(CN2CCCC(C(=O)c3sccc3C)C2)c1 (configuration not stated) | 6% | -5%[10 µM] | -2% | -3% | -16% | -1% | 1% | 18%
[O-][Br+2]([O-])O | . | ? | . | . | . | -3%&0% | -3%&-1% | 7%&-1%
CC(C)n1nnnc1CN1CCN(C)CC1 | 0% | -9% | -2% | 4% | -6% | 0% | -1% | -3%
COc1ccc(C(=O)C2CCCN(Cc3cccc(C)n3)C2)c(OC)c1 (configuration not stated) | -2% | 12%[10 µM] | -16% | -12% | 1% | -1% | -1% | -3%
Nc1nc(SCCC(F)=C(F)F)n[nH]1 | -3% | -10% | 1% | 2% | 4% | 3% | 1% | i
CC(=O)OC1N=C(c2ccccc2Cl)c2cc(Br)ccc2N(C)C1=O (configuration not stated) | -11% | 6%[10 µM] | -5% | -6% | -2% | -1% | 1% | -4%
O=C(Cn1nc(-c2ccccc2)ccc1=O)N1CCC2(CC1)OCCO2 | -3% | -7% | -9% | -13% | . | -8% | 1% | -6%
CCCCCP(=O)(O)c1ccccc1 | 3% | -11% | -1% | -3% | 3% | 6% | 0% | 0%
CCN(c1ccc(C(O)(C(=O)OC)C(F)(F)F)cc1)S(=O)(=O)c1ccccc1 (configuration not stated) | -11% | -17% | -4% | -11% | 2% | -1% | 1% | -8%

Pulled by structure from the entries so far:
SMILES | Tau FP inhib | HTT cytoprotect | Tau ThT inhib | Tau fluor counter | L3MBTL1 block | TRb SRC2 PPI | TR SRC2 fluor cs | RECQ1 helicase
CCCCCP(=O)(O)c1ccccc1 | 3% | -11% | -1% | -3% | 3% | 6% | 0% | 0%
CCN(c1ccc(C(O)(C(=O)OC)C(F)(F)F)cc1)S(=O)(=O)c1ccccc1 (configuration not stated) | -11% | -17% | -4% | -11% | 2% | -1% | 1% | -8%

Later entries
SMILES | Tau FP inhib | HTT cytoprotect | Tau ThT inhib | Tau fluor counter | L3MBTL1 block | TRb SRC2 PPI | TR SRC2 fluor cs | RECQ1 helicase
COCCOC(=O)C1=C(N)Oc2c(c(=O)oc3ccccc23)C1c1ccncc1 (configuration not stated) | -2% | 17%[10 µM] | -8% | -10% | -7% | -3% | 2% | 6%
CCOC(=O)[C@@]1(C#N)C(c2ccc(Cl)c(Cl)c2)[C@H](C(N)=O)N2C=C(C(C)=O)C=C[C@H]21 (some centres not stated) | -10% | 3% | ? | -21% | -5% | -12% | 1% | -11%
COc1ccc(/C=N/N=C(/N)N[N+](=O)[O-])c(OC)c1 | ? | -18% | -15% | -17% | -3% | -9% | -7% | i
O=[N+]([O-])c1ccc2nc(N3CCNCC3)ccc2c1 | -6%&-6% | -58%[inhibitor] | -15%&-1% | -6%&-1% | . | -3%&2% | -4%&-3% | -1%
Nc1nonc1C(=O)N/N=C/c1ccc([N+](=O)[O-])o1 | 3% | . | 8% | 6% | 35µM* | 12% | -2% | -1%
CC(C)c1ccc(OCC(=O)N2CCN(CCc3ccccn3)CC2)cc1 | 4% | . | 1% | 4% | . | 7% | -11% | .
COc1ccc(C(c2ccc(OC)cc2)C(Cl)(Cl)Cl)cc1 | -12% | -7%&17% | -15% | -18% | 76%[activator] | 1%[201 µM] | 1%[201 µM] | -7%&-5%&-10%
COc1ccccc1C1SCC(=O)Nc2c1c(C)nn2-c1cccc(C)c1 (configuration not stated) | -3% | . | -6% | -16% | . | -3% | -2% | .
O=c1[nH]c(=O)n(Cc2ccccc2Cl)c(O)c1C=Nc1ccc(F)cc1 | -4% | -36%[inhibitor] | 5% | 10% | . | -8% | -2% | -2%
Cc1ncc([N+](=O)[O-])n1CCOC(N)=O | -7% | 14%[10 µM] | . | -13% | . | 12% | -1% | -3%
C[C@H]1CC[C@@]2(C)[C@@H](CC[C@@H]3[C@@H]2CC[C@]2(C)[C@@H](O)CC[C@@H]32)C1 | 11% | 13%[10 µM] | -3% | 7% | . | -7% | 0% | -10%
CC(C)COP(=O)(OCC(C)C)C(O)c1cccnc1 (configuration not stated) | 3% | -26%[10 µM] | -1% | 8% | 9% | -5% | -1% | -3%
CCOC(=O)C(NC(=O)C(Cc1ccc(N(CCCl)CCCl)cc1)NC(C)=O)C(C)C (configuration not stated) | -4% | -33%[10 µM] | ? | -15% | 5% | 6% | -1% | 13%
COP(=O)(OC)OC=C(Cl)Cl | . | -7%&-192% | . | . | . | 4%[201 µM] | -2%[201 µM] | -15%&2%
O=P1(NC2CCCC2)COc2ccccc2OC1 | 2% | 1%[10 µM] | -14% | -5% | 1% | 4% | 2% | 2%
COc1ccc(C=O)cc1 | . | 1% | . | . | -5% | 6% | -1% | -4%
O=C(O)CC1OCC=C2CN3CCC45c6ccccc6NC4C1C2CC35 (configuration not stated) | 0% | 11%[10 µM] | -3% | -5% | . | -2% | -7% | -1%
Cc1cccc(CS(=O)(=O)Cc2ccc(C(=O)N3CCC4(CC3)OCCO4)o2)c1 | 4% | 0% | -4% | -2% | . | 9% | 0% | 8%
COc1ccc(-c2c(C)nn3c(-c4ccccc4)cc(C)nc23)cc1OC | 10% | . | ? | -29% | . | -4% | -15% | .
CCOc1ccc(-n2c(O)c(C=NCCN(CC)CC)c(=O)[nH]c2=O)cc1 | 5% | -6% | -10% | 1% | -4% | -9% | -1% | -10%
COc1ccc(-n2c(=O)[nH]c3ccccc3c2=O)cc1 | 1% | 2% | -7% | 1% | -1% | -10% | 0% | -1%
CCCCC/C=C\C/C=C\CCCCCCCCCC(=O)NCCc1ccc(O)c(O)c1 | -2% | -48%[inhibitor] | -1% | -6% | . | 5% | 1% | 1%
